Source: PubChem BioAssay
TNAP activators = human TNAP enzyme activators, primary screen, biochemical, luminescent, no phosphate acceptor, uHTS (AID 1001); 200,000 compounds, 0.03% hits; purified TNAP, luminescent activation assay, no phosphate acceptor; higher activation fold means a stronger effect; activation fold at 20 µM; hits with a dose series show EC50 in µM; Alkaline phosphatase, tissue-nonspecific isozyme (Homo sapiens); in the data active means activation fold from about 3, or a potency from the dose series; inactive means the rest, 99 in 100 with activation fold below about 1.6; further: many of its hits are not listed in these tables
P. falciparum M17LAP = P. falciparum M17LAP inhibitors, primary screen, biochemical, fluorogenic H-Leu-NHMec substrate, 1536-well (AID 1619). Leucine aminopeptidase (Plasmodium falciparum (isolate 3D7)). recombinant M17LAP, H-Leu-NHMec fluorogenic kinetic assay; higher % means a stronger effect. one-dose inhibition, % at 30 µM; IC50 in µM for titrated hits. 220,000 compounds, 0.38% hits;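 active means compound inhibiting the enzyme by more than half at any dose during confirmatory dose-response retesting; inconclusive means strong single-dose inhibitors picked by rank but not retested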;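 further: plate controls were full reaction with DMSO carrier for no effect and no enzyme background for full effect; strong numbers were not always called active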
PMI inhibition = human PMI inhibitors, high substrate, primary screen, biochemical, fluorescence intensity, high mannose 6-phosphate (AID 1220) | 190,000 compounds, 0.66% hits | inhibition, % at 20 µM, or IC50 in µM where a hit was titrated | recombinant PMI enzyme, coupled fluorescence intensity; higher % means a stronger effect
West Nile virus CPE = West Nile virus antiviral activity, cell-based, CPE readout (AID 1621); West Nile virus-infected cells, CPE inhibition; higher % means a stronger effect; CPE inhibition, % at 10 µM, or IC50 in µM where a hit was titrated; 290,000 compounds, 0.02% hits; in the data active means a potency from the dose series; inconclusive means CPE inhibition mostly from about 3.7% at the one dose, without a potency; inactive means the rest, 99 in 100 with CPE inhibition below about 2.2%; further: strong numbers were not always called active
M1AAP inhibition = P. falciparum M1AAP inhibitors, biochemical, fluorogenic H-Leu-NHMec substrate, 1536-well (AID 1445); 220,000 compounds, 0.42% hits; recombinant M1AAP, H-Leu-NHMec fluorogenic kinetic assay; higher % means a stronger effect; Aminopeptidase N (Plasmodium falciparum (isolate 3D7)); inhibition, % at 30 µM; hits with a dose series show IC50 in µM;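 active means primary inhibition above the hit cutoff, then over 50% inhibition at one or more dose response concentrations, cut at about 23% in these data, passing the limit was not always enough; inconclusive means conflicting primary data, or primary hits not chosen for dose response; inactive means low primary inhibition, or under 50% at every dose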;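 further: plate controls were DMSO full reaction for no effect and no enzyme background for full effect; strong numbers were not always called active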
PMI inhibitors = inhibitors of human PMI, primary screen, biochemical, fluorescence intensity, coupled assay (AID 1209). inhibition, % at 20 µM, or IC50 in µM where a hit was titrated. 190,000 compounds, 0.42% hits. Mannose-6-phosphate isomerase (Homo sapiens). purified PMI enzyme, coupled fluorescence intensity; higher % means a stronger effect;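 further: plate controls were DMSO vehicle for no effect and wells lacking substrate for full effect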
T cell HTS = modulators of CD8 T cell-vesicle binding, primary screen, mouse 2C CD8+ T cells, flow cytometry; 2C CD8+ T cell-vesicle binding; hits give low values; calls only at 7 µM; 330,000 compounds, 0.068% hits; AID 2052, 2009;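 active means response, share of CD8 T cells binding vesicles, and their 90th percentile fluorescence all below set limits, cut at about 80% in these data, passing the limit was not always enough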
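Also added: QL9-peptide-loaded Drosophila micro-vesicles bearing Ld, ICAM-1 and B7-1; Test system: purified 2C TCR transgenic mouse naive CD8+ T cells; Measured by: cytometric PE anti-B7-1 and Alexa647 anti-CD8 signals after 1% paraformaldehyde fixation; Timing: binding step 1.5 h, 37 °C, antibody labelling 20 min, ice.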
RSV antiviral HEp-2 = RSV antiviral activity via CPE protection, HEp-2 cells, primary 10 µM value included (AID 2391); HEp-2 cells, RSV-induced CPE inhibition; higher % means a stronger effect; CPE inhibition, % at 10 µM; hits with a dose series show IC50 in µM; 310,000 compounds, 0.13% hits; in the data active means a potency from the dose series; inconclusive means CPE inhibition mostly from about 23% at the one dose, without a potency; inactive means the rest, 99 in 100 with CPE inhibition below about 21%; further: strong numbers were not always called active
UTI89 phage lysis = inhibition of K1F phage lysis, E. coli UTI89, bacterial capsule biogenesis inhibitors, alamar blue (AID 488966). E. coli UTI89 K1F phage lysis, alamar blue, 2 h; higher % means a stronger effect. inhibition, % at 100 µM, or IC50 in µM where a hit was titrated. 340,000 compounds, 0.02% hits;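 active means phage lysis inhibition, versus mean bacterial control, above a set limit; inconclusive means no clear call, values can overlap the other calls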;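 further: capsule biogenesis inhibitors block K1F phage lysis so surviving cells raise fluorescence; higher fluorescence means more inhibition of phage lysis; actives were called in the ten point dose series up to 300 µM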
T cell HTS vesicle-bound % = further read-out of T cell HTS, marked with its call; double positive events, %; measured here: CD8+ vesicle-bound cell fraction;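 binding gate set so that unloaded-vesicle control wells show 10% double positive cells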
The depositor's hits bear a star; i = inactive; ? = inconclusive; · = no result given; [ ] = remark or other dose. Unless noted, no stated cut-off is given here; in the data, active means inhibition above about 50%; inactive means the rest. No enrichment for hits; any-hit rate near 1.5%.

Preview:
SMILES | TNAP activators | P. falciparum M17LAP | PMI inhibition | West Nile virus CPE | M1AAP inhibition | PMI inhibitors | T cell HTS | T cell HTS vesicle-bound % | RSV antiviral HEp-2 | UTI89 phage lysis
CCCCC(=O)NC(=S)Nc1cc([N+](=O)[O-])ccc1OC | 1 | -2% | 11% | -1.2% | 5% | 10% | i | 30 | 2.6% | 0.3%
CC(C)(C)Oc1ncc(Br)c(OC(C)(C)C)n1 | 1.1 | 4% | -6% | 0.6% | 3% | 9% | i | 18 | -0.2% | 0.2%
COc1ccc2nc(N=Nc3ccc(O)c4ccccc34)sc2c1 | 0.7 | -5% | -19% | ? | 2% | -25% | i | 46 | 0.5% | 5.5%
CCOc1ccc2nc(SCC(=O)N(C)C)[nH]c2c1 | 1.1 | 8% | -3% | 0.1% | 6% | 11% | i | 61 | 0.5% | -0.1%
Cc1cccc(NC(=O)COc2ccccc2)c1 | 1.1 | -5% | 4% | 0.4% | -3% | 8% | i | 32 | -0.8% | 6.5%
Cc1csc2nnc(N)n12 | 0.9 | -11% | -4% | 0.4% | 4% | -9% | i | 38 | 0.7% | 0.4%

The list itself, from the start:
SMILES | TNAP activators | P. falciparum M17LAP | PMI inhibition | West Nile virus CPE | M1AAP inhibition | PMI inhibitors | T cell HTS | T cell HTS vesicle-bound % | RSV antiviral HEp-2 | UTI89 phage lysis
CCCCC(=O)NC(=S)Nc1cc([N+](=O)[O-])ccc1OC | 1 | -2% | 11% | -1.2% | 5% | 10% | i | 30 | 2.6% | 0.3%
CC(C)(C)Oc1ncc(Br)c(OC(C)(C)C)n1 | 1.1 | 4% | -6% | 0.6% | 3% | 9% | i | 18 | -0.2% | 0.2%
COc1ccc2nc(N=Nc3ccc(O)c4ccccc34)sc2c1 | 0.7 | -5% | -19% | ? | 2% | -25% | i | 46 | 0.5% | 5.5%
CCOc1ccc2nc(SCC(=O)N(C)C)[nH]c2c1 | 1.1 | 8% | -3% | 0.1% | 6% | 11% | i | 61 | 0.5% | -0.1%
Cc1cccc(NC(=O)COc2ccccc2)c1 | 1.1 | -5% | 4% | 0.4% | -3% | 8% | i | 32 | -0.8% | 6.5%
Cc1csc2nnc(N)n12 | 0.9 | -11% | -4% | 0.4% | 4% | -9% | i | 38 | 0.7% | 0.4%
C=CCNC(=O)C1CC(c2cccc(OC)c2)=NO1 (stereo not drawn) | 1.1 | 5% | 2% | 0.9% | -1% | -1% | i | 52 | -0.3% | 2.8%
COc1cc(NC(=O)CSc2c3c(nc4ccccc24)CCC3)cc(OC)c1OC | 1 | -68% | -4% | ? | 13% | 5% | i | 26 | 0.7% | 0.2%
CSc1nc2c(c(=O)[nH]1)C(c1cccc(Br)c1)CC(=O)N2 (stereo not drawn) | 1.1 | 2% | -9% | 1.6% | 3% | -7% | i | 51 | 1.6% | 0.6%
COc1ccccc1NC(=O)C(C)NS(=O)(=O)c1ccccc1 (stereo not drawn) | 1.1 | 4% | 12% | 0.5% | 6% | 18% | i | 6 | 2.1% | 0.0%
CCc1cccc(NC(=O)Nc2cccs2)c1 | 1.1 | -14% | -21% | 0.1% | -2% | -1% | i | 32 | 3.0% | -0.9%
COC(C[C@H](O)C[C@H](O)COCc1ccccc1)OC | · | 5% | · | 0.1% | -4% | · | · | · | · | 0.4%
O=C(c1cccnc1)N1CCC(c2nc3ccccc3[nH]2)CC1 | 1.1 | 9% | 1% | 0.0% | 4% | 0% | · | · | · | ·
COc1ccc2c(c1)N(C(=O)CSc1n[nH]c(C)n1)C(C)(C)C=C2C | 1 | 2% | 17% | 0.6% | 2% | 16% | i | 36 | 1.8% | 2.2%[50 µM]
COc1ccc(/C=C(\C#N)C(=O)NCc2ccccc2)cc1O | · | · | · | -0.4% | · | · | i | 33 | 0.1% | -0.6%
Cc1ccc(-c2n[nH]c(=O)c3ccccc23)cc1S(=O)(=O)N(C)CCO | 1 | -6% | -3% | 0.3% | 1% | 7% | i | 12 | 0.7% | 0.0%
COc1cc(OC)cc(C(=O)N2CCC(N3CCN(c4ccccc4OC)CC3)CC2)c1 | 1.1 | -11% | 8% | -0.6% | 2% | 3% | i | 20 | -0.2% | 5.6%
CC(C)(C)NC(=O)COC(=O)/C=C/c1ccc(F)cc1 | 1 | -1% | 3% | -0.4% | 0% | 6% | i | 42 | 0.6% | 3.3%[50 µM]
COc1cccc(NC(=O)CSc2nc3n[nH]c(C)c3c(=N)n2-c2cccc(OC)c2)c1 | 1 | 15% | 11% | 0.7% | 1% | 16% | i | 14 | 18% | 0.3%
CC(C)(C)c1cc(Br)c(O)c(N=Nc2ccc(S(=O)(=O)N3CCOCC3)cc2)c1 | 0.8 | 14% | 43% | -0.4% | 2% | 22% | i | 8 | 0.3% | 0.5%
O=C(c1cn(-c2ccccc2)nc1-c1ccccc1)N1CCOCC1 | 1.1 | -10% | 2% | -0.3% | 11% | 3% | i | 30 | 0.5% | 0.4%
Cc1noc(C)c1S(=O)(=O)N1CCCC(C(=O)NCCC2=CCCCC2)C1 (stereo not drawn) | 1.2 | -6% | -3% | 0.2% | 5% | -1% | i | 52 | 1.0% | -0.3%
O=C(C1CC(=O)N(c2ccc(Br)cc2)C1)N1CCCC1 (stereo not drawn) | · | · | · | -0.4% | · | · | i | 9 | 2.0% | -0.2%
CC1CCc2c(C(=O)NCc3ccco3)csc2C1 (stereo not drawn) | · | -11% | · | 0.2% | 9% | · | i | 60 | 6.6% | 0.2%
C[C@H](CO)NC(=O)[C@@H]1C[C@H]1[C@@H](NP(=O)(c1ccccc1)c1ccccc1)c1ccccc1 | 1.1 | 10% | -4% | -0.2% | 3% | -6% | i | 26 | 0.3% | 0.4%
NC(=O)c1ccc(N2CCN(c3ncc(C(F)(F)F)cc3Cl)CC2)cc1 | · | 0% | · | 0.2% | 0% | · | i | 55 | -1.2% | 0.0%
COc1ccc(-c2nnc(Sc3nc4ccccc4o3)c3ccccc23)cc1 | 1 | 25% | -2% | 0.8% | 4% | 2% | i | 12 | 5.7% | 7.7%
CC(=O)/C(C[N+]1(C)CCCCC1)=N\O | 1.1 | 4% | -10% | 0.2% | 20% | 5% | i | 34 | 2.7% | 0.1%
O=C(Nc1ccccc1)N(C1=NCCCCS1)c1ccccc1 | 1.1 | -1% | 1% | 0.3% | 0% | 6% | i | 28 | -1.5% | 1.2%
N#C/C(=C/c1ccc(Br)s1)C(=O)NCCc1c[nH]c2ccccc12 | 1.1 | 5% | 0% | -0.9% | 13% | 10% | i | 37 | 5.0% | 5.5%
COCCN1Cc2cccc(C(=O)Nc3c(C)cc(C)cc3C)c2C1=O | 1.1 | -2% | 15% | -0.3% | -5% | 22% | i | 58 | 5.3% | 2.3%
COc1ccc(NC(=O)c2ccc3c(=O)n(-c4ccc(OC)cc4OC)c(=S)[nH]c3c2)cc1 | 1.1 | 6% | -2% | -1.4% | 20% | -2% | i | 48 | 11% | 0.7%
C=CCN1C=C2C(=O)C(C)(OC(=O)C3CCCC3)C(=O)C=C2C=C1c1ccsc1 (stereo not drawn) | · | 1% | · | -0.2% | 8% | · | i | 50 | -2.0% | 3.0%
Nc1nnc(SCC(=O)OCC(=O)Nc2ccccc2)s1 | 1 | 3% | -11% | 0.5% | 7% | 1% | i | 72 | 1.4% | -0.3%
COc1ccc2sc(C)nc2c1NC(C)=O | 1.2 | -6% | 6% | 0.3% | 3% | 1% | i | 37 | 0.1% | -0.8%[50 µM]
Fc1cccc(F)c1-n1c(CN2CCCCC2)csc1=S | 1.1 | -3% | -4% | 0.1% | -1% | 2% | i | 54 | -1.8% | 0.0%
CCC(CC)c1nnc(NC(=O)c2cccc(S(=O)(=O)N3CCc4ccccc43)c2)s1 | 1 | 11% | 6% | -0.2% | 10% | 7% | i | 44 | 6.7% | -0.1%
COc1ccc(Cn2c(=O)c3[nH]cnc3n(-c3ccccc3C)c2=O)cc1 | · | 11% | · | -0.1% | -2% | · | i | 23 | · | 0.0%
Cc1ccc(/C=C2/C(=N)N3N=C(CC(=O)N4CCCC4)SC3=NC2=O)o1 | · | · | · | 0.5% | · | · | i | 52 | 0.0% | -0.1%
CN(C(=O)C(Cl)Cl)c1ccc(OC(=O)c2ccco2)cc1 | 1.1 | 12% | 5% | -0.1% | -4% | 4% | i | 14 | 1.6% | 4.5%
CC(NC(=O)Cn1ccsc1=N)C12CC3CC(CC(C3)C1)C2 (stereo not drawn) | 1.2 | 0% | 11% | 0.3% | 12% | 6% | i | 7 | -0.6% | 0.7%
O=C(C(=O)N1CCN(c2ccc(F)cc2)CC1)c1c[nH]c2ccccc12 | 1 | 0% | 9% | -0.5% | 10% | 9% | i | 54 | 6.3% | 0.2%
CCCCc1cc(=O)oc2cc(OCC(=O)N3CCOCC3)ccc12 | · | · | · | -0.3% | · | · | i | 20 | 12% | -0.5%
O=[N+]([O-])c1cc(S(=O)(=O)N2CCOCC2)ccc1N1CCCC1 | 1 | 3% | 0% | -0.1% | -7% | -14% | i | 63 | 0.1% | -0.9%
CCN1CCN(c2nnc(-c3ccc(C)cc3)c3ccccc23)CC1 | · | · | · | 0.9% | · | · | i | 30 | 0.2% | 0.0%
O=c1/c(=C/c2cccc3ccccc23)sc2ncnn12 | 0.8 | 40% | -4% | 0.0% | 12% | -1% | i | 48 | -0.8% | 0.2%
Fc1ccc(CSc2ncnc3ccccc23)cc1 | 1.1 | -3% | -5% | 0.7% | -1% | -3% | i | 58 | 0.1% | 0.1%
CCCC(C)NC(=O)Cc1ccccc1 (stereo not drawn) | · | -15% | · | 0.1% | -5% | · | i | 26 | -0.7% | 0.5%
CCOC(=O)C1=C(C)N=C2SC(C)C(=O)N2C1c1ccc(OC(C)=O)c(OC)c1 (stereo not drawn) | 1 | 23% | 10% | 0.0% | 3% | 7% | i | 25 | 1.3% | 3.6%
